Screening results from PubChem.
HT1080 cytotoxicity – cytotoxicity in HT1080 fibrosarcoma cells, cell-based, fluorescence readout (AID 620). HT1080 viability, fluorescence; higher % means a stronger effect. cytotoxicity, % at 10 µM; hits with a dose series show EC50 in µM. 0.42% of 87,000 active;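 note: cells exposed to compound overnight then 4 h with Alamar Blue; 0% = vehicle DMSO and 100% = killing control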
DPM-DC inhibit – S. pneumoniae DPM-DC inhibitors, primary screen, biochemical, PK/LDH-coupled NADH fluorescence; diphosphomevalonate decarboxylase (Streptococcus pneumoniae D39); purified DPM-DC; calls only at 10 µM; 0.49% of 65,000 active; AID 556, 2006;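 active = the 320 compounds with the highest percent inhibition in the single-dose primary screen, excluding strongly autofluorescent ones, cut at about 32% in these data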;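 note: kinetic rate of NADH fluorescence loss reporting ADP formed by the decarboxylase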
Alkaline phosphatase – human TNAP enzyme inhibitors, biochemical, luminescent (AID 518); Alkaline phosphatase, tissue-nonspecific isozyme (Homo sapiens); purified TNAP enzyme, luminescent substrate readout; higher % means a stronger effect; inhibition, % at 20 µM; hits with a dose series show IC50 in µM; 0.09% of 64,000 active; in the data active = a potency from the dose series; inactive = the rest, 99 in 100 with inhibition below about 22%;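 note: plate controls were vehicle for no effect and reference inhibitor for full effect; many of its hits are not listed in these tables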
HPDE-C7K KRASV12 – cytotoxicity in KRAS-transformed pancreatic duct cells, primary screen, cell-based, fluorescence, HTS (AID 431); HPDE-C7K KRASV12 cells, Alamar Blue viability, 48 h; higher % means a stronger effect; 1.7% of 63,000 active; cytotoxicity, % at 10 µM; hits with a dose series show EC50 in µM;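 active = compounds whose percent cytotoxicity in the single-dose primary screen, scaled between solvent and toxic-drug controls, exceeds 50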;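 note: 0% = DMSO solvent wells and 100% = doxorubicin-treated wells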
HPDE-C7 viability – cytotoxicity in HPDE-C7 cells, cell-based, fluorescence, HTS (AID 430). 1.8% of 63,000 active. HPDE-C7 pancreatic duct cells viability, fluorescence; higher % means a stronger effect. one-dose cytotoxicity, % at 10 µM; EC50 in µM for titrated hits;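 note: cells exposed to compound for 48 hours before viability readout; 0% = vehicle and 100% = reference cytotoxic drug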
Spn PMK inh – S. pneumoniae PMK inhibitors, primary screen, biochemical, mevalonate pathway, pilot trial included. purified PMK, PK/LDH-coupled NADH absorbance 340 nm. inhibition, % at 10 µM. phosphomevalonate kinase (Streptococcus pneumoniae D39). 0.49% of 65,000 active;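 active = top-ranked compounds by inhibition in the single 10 µM screen, taking a fixed number of the strongest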;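 note: 0% = full reaction with DMSO carrier and 100% = background rate without enzyme reaction; no value below 0 was filed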
Bfl-1 inhibitors – Bfl-1 inhibitors, primary screen, biochemical, fluorescence polarization, FITC-Bid, mouse (AID 432); 0.02% of 64,000 active; one-dose displacement, % at 20 µM; IC50 in µM for titrated hits; FITC-Bid BH3 peptide fluorescence polarization displacement; higher % means a stronger effect; Bcl-2-related protein A1 (Mus musculus); in the data active = a potency from the dose series; inactive = the rest, 99 in 100 with displacement below about 15%; note: strong numbers were not always called active
MK inhibit – S. pneumoniae MK inhibitors, primary screen, biochemical, PK/LDH-coupled NADH absorbance; mevalonate kinase [Streptococcus pneumoniae D39]; purified MK, PK/LDH-coupled NADH absorbance 340 nm; inhibition, % at 10 µM; 0.48% of 65,000 active;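 active = ranked among the strongest by inhibition in the single 10 µM screen, a fixed top-ranked set picked for dose follow-up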; note: no value below 0 was filed
LYP phosphatase – LYP phosphatase inhibitors, primary screen, biochemical, DiFMUP fluorescence, recombinant catalytic domain, 10 µM (AID 606). recombinant LYP catalytic domain, DiFMUP fluorescence; higher % means a stronger effect. 52,000 tested, under 10 active. inhibition, % at 10 µM, or IC50 in µM where a hit was titrated;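 active = IC50 under 40 µM in the dose-response test; inactive = IC50 of 40 µM or more, or never dose-tested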
Spn PMK inh pilot replicates – second read-out of Spn PMK inh, no call of its own (marks repeat the call); inhibition, %; measured here: pilot screen replicates
MK inhibit pilot replicates – also measured in MK inhibit; calls as there; inhibition, %; measured here: pilot screen replicates
DPM-DC inhibit pilot screen % – further read-out of DPM-DC inhibit, marked with its call; inhibition, %; measured here: pilot screen trials
* = called active by the depositor; i = inactive; . = no result given. Cut-off read from the data, not from the text of the source, unless noted: active = cytotoxicity above about 50%; inactive = the rest.

Start of the data: the first 5 compounds, to show the layout:
SMILES	HT1080 cytotoxicity	DPM-DC inhibit	Alkaline phosphatase	HPDE-C7K KRASV12	HPDE-C7 viability	Spn PMK inh	Bfl-1 inhibitors	MK inhibit	LYP phosphatase	others
COc1ccccc1CNC(=O)c1ccc(S(=O)(=O)N2CCCC2)cc1	2%	i	2%	-6%	-1%	14	-2%	0	4%
COc1ccc(C(=O)OCC(=O)c2cc(OC)ccc2OC)c(OC)c1	8%	i	4%	-1%	-12%	0	-4%	10	1%
CCc1nnc(NC(=O)c2ccc(N(C)S(=O)(=O)c3ccccc3)cc2)s1	-2%	i	2%	0%	-1%	0	-2%	11	14%
O=C(Cn1ncc2c1-c1ccccc1OC2)N(Cc1ccco1)C1CCCCC1	-14%	i	4%	2%	-10%	0	-4%	8	3%
CCC(CO)N=CC1=C(O)CC(C)(C)CC1=O (stereo not drawn)	-2%	i	9%	-18%	-12%	9	-4%	3	17%

The list itself, from the first entry:
SMILES	HT1080 cytotoxicity	DPM-DC inhibit	Alkaline phosphatase	HPDE-C7K KRASV12	HPDE-C7 viability	Spn PMK inh	Bfl-1 inhibitors	MK inhibit	LYP phosphatase	others
COc1ccccc1CNC(=O)c1ccc(S(=O)(=O)N2CCCC2)cc1	2%	i	2%	-6%	-1%	14	-2%	0	4%
COc1ccc(C(=O)OCC(=O)c2cc(OC)ccc2OC)c(OC)c1	8%	i	4%	-1%	-12%	0	-4%	10	1%
CCc1nnc(NC(=O)c2ccc(N(C)S(=O)(=O)c3ccccc3)cc2)s1	-2%	i	2%	0%	-1%	0	-2%	11	14%
O=C(Cn1ncc2c1-c1ccccc1OC2)N(Cc1ccco1)C1CCCCC1	-14%	i	4%	2%	-10%	0	-4%	8	3%
CCC(CO)N=CC1=C(O)CC(C)(C)CC1=O (stereo not drawn)	-2%	i	9%	-18%	-12%	9	-4%	3	17%
Cc1ccc(S(=O)(=O)Nc2cc(C)nn2-c2ccccc2)cc1	-6%	i	6%	-11%	-7%	5	2%	7	3%
O=C(COC(=O)C1=COCCO1)Nc1ccccc1Oc1ccccc1	4%	i	10%	-4%	-23%	0	4%	6	2%	Spn PMK inh pilot replicates=2.5;MK inhibit pilot replicates=2.0;DPM-DC inhibit pilot screen %=3.5
COc1ccc2[nH]c(=O)c3c(c2c1)OC(C)(C)C=C3	11%	i	10%	37%	8%	13	-6%	1	.
O=C(Nc1ccc(S(=O)(=O)N2CCOCC2)cc1)c1ccco1	-4%	i	6%	-5%	-1%	8	-1%	0	.
Cc1cccc(OCC(=O)Nc2ccc(S(=O)(=O)N3CCCC3)cc2)c1	24%	i	10%	-11%	-3%	10	-4%	0	.

Part of the list above in order of molecular weight, highest first.
SMILES	HT1080 cytotoxicity	DPM-DC inhibit	Alkaline phosphatase	HPDE-C7K KRASV12	HPDE-C7 viability	Spn PMK inh	Bfl-1 inhibitors	MK inhibit	LYP phosphatase	others
O=C(Cn1ncc2c1-c1ccccc1OC2)N(Cc1ccco1)C1CCCCC1	-14%	i	4%	2%	-10%	0	-4%	8	3%
O=C(Nc1ccc(S(=O)(=O)N2CCOCC2)cc1)c1ccco1	-4%	i	6%	-5%	-1%	8	-1%	0	.
Cc1ccc(S(=O)(=O)Nc2cc(C)nn2-c2ccccc2)cc1	-6%	i	6%	-11%	-7%	5	2%	7	3%

More structures follow:
SMILES	HT1080 cytotoxicity	DPM-DC inhibit	Alkaline phosphatase	HPDE-C7K KRASV12	HPDE-C7 viability	Spn PMK inh	Bfl-1 inhibitors	MK inhibit	LYP phosphatase	others
FC(F)C(F)(F)C1=CC(c2ccccc2)=NCCN1	-7%	i	13%	.	.	8	-7%	5	5%
O=C(CN(Cc1ccc2c(c1)OCO2)C(=O)CSc1nc2ccccc2o1)NC1CCCCC1	0%	i	4%	-8%	-4%	13	-4%	5	.
CCOC(=O)c1c(-c2ccc(C)cc2C)csc1NC(=O)CSc1nnnn1C	2%	i	5%	29%	45%	0	-10%	6	9%
COc1ccc(N2C(=O)CC(N3CCN(c4ccc(S(=O)(=O)N5CCCC5)cc4)CC3)C2=O)cc1 (stereo not drawn)	-2%	i	6%	-7%	-21%	5	2%	5	-7%
Cn1c(=O)[nH]c(=O)c2c1nc(N1CCNCC1)n2CCOc1ccccc1	-5%	i	12%	-18%	-9%	17	-3%	4	.	Spn PMK inh pilot replicates=0.0;MK inhibit pilot replicates=0.0;DPM-DC inhibit pilot screen %=0.5
CCc1ccc(NC(=O)CS(=O)CC(=O)NC(C)CCc2ccco2)cc1 (stereo not drawn)	-10%	i	8%	4%	-12%	4	-1%	3	.	Spn PMK inh pilot replicates=9.0;MK inhibit pilot replicates=2.5;DPM-DC inhibit pilot screen %=0.0
COCc1cc(=O)[nH]c(Nc2nc(C)c3ccc(C)cc3n2)n1	7%	i	-11%	2%	5%	28*	3%	0	.
CCOc1ccc(-c2cc(C(=O)N3CCN(C)CC3)c3ccccc3n2)cc1	4%	.	0%	-12%	-8%	9	3%	0	-4%
Cc1ccc(S(=O)(=O)CCc2nc3ccccc3n2CCC#N)cc1	1%	i	14%	34%	-9%	0	-6%	2	19%
CCC(C)(C)NC(=O)CN(C(=O)c1snc(C(N)=O)c1N)c1ccc2c(c1)OCO2	-4%	i	7%	-11%	-20%	0	-3%	0	.	Spn PMK inh pilot replicates=2.0;MK inhibit pilot replicates=8.5;DPM-DC inhibit pilot screen %=3.5
O=C(NCc1ccc(F)cc1)c1noc2c1CCCC2	0%	i	-7%	-8%	-10%	6	-6%	3	7%
CCOc1ccc(NC(=O)C(C)Sc2nnnn2C)cc1 (stereo not drawn)	1%	i	0%	-10%	-3%	8	-1%	9	5%
CC1CN(Cc2nc3c(c(=O)n(C)c(=O)n3C)n2CCc2ccccc2)CC(C)O1 (stereo not drawn)	7%	i	7%	-3%	0%	13	-2%	9	.
CC(C)COc1ccc(C(=O)OCCN2CCOCC2)c(O)c1	-7%	i	11%	-16%	-18%	6	-5%	0	8%
COc1ccc(S(=O)(=O)N2CCCCCC2)cc1C(=O)OCC(=O)NC(N)=O	-2%	i	6%	2%	1%	13	-1%	1	9%
CCCNC(=O)CCC(=O)Nc1ncc(-c2ccc(C)cc2)n1C	-4%	i	1%	28%	29%	14	-3%	6	16%
Cc1oc(/N=C/c2c(O)ccc3ccccc23)c(C#N)c1C	-5%	i	13%	-6%	-15%	0	2%	0	5%
COc1ccc(OC)c(-c2nnc(NC(=O)C(C)Sc3nncn3C)s2)c1 (stereo not drawn)	0%	i	2%	5%	49%	2	-1%	9	.
O=C(c1cccc(N2C(=O)C3CC=CCC3C2=O)c1)N1CCCCCC1 (stereo not drawn)	6%	i	6%	-6%	-5%	19	-3%	0	.
Cc1ccc(C)c(-n2c(Cc3cc(=O)[nH]c(=O)[nH]3)nnc2SCC(=O)NCc2ccco2)c1	-1%	i	7%	-8%	-8%	15	-4%	0	9%	Spn PMK inh pilot replicates=2.0;MK inhibit pilot replicates=0.0;DPM-DC inhibit pilot screen %=3.0
CCOC(=O)C1=C(N)Oc2cc(C)[nH]c(=O)c2C1c1ccncc1 (stereo not drawn)	8%	i	12%	-8%	-10%	14	-13%	6	.
COc1ccc(OC)c(NC(=O)c2[nH]c(C)c(C(C)=O)c2C)c1	11%	i	2%	8%	10%	12	1%	6	.
CS(=O)(=O)C1=C(O)C(=O)N(CCCC(=O)O)C1c1ccccc1F (stereo not drawn)	14%	i	5%	-25%	-13%	12	0%	8	-4%
OCCNc1ncnc2ccc(Br)cc12	-4%	i	8%	11%	7%	6	-1%	0	8%
CC1C(=O)CC(c2ccccc2)N(C)C1c1ccccc1 (stereo not drawn)	1%	i	9%	9%	-6%	7	10%	5	-14%
CS(=O)(=O)Nc1ccc(S(=O)(=O)NCCc2ccccc2)cc1	4%	i	1%	-14%	1%	9	-21%	8	4%
CCCC(=O)c1ccc(N2CCCCCC2)c(F)c1	-10%	i	11%	-20%	-18%	13	-1%	1	-9%
CCCCn1c(CN(Cc2ccccc2)Cc2ccccc2)nc2c1c(=O)n(C)c(=O)n2C	5%	i	.	.	.	0	.	5	-6%
COc1ccc(OC)c(C2C(C(C)=O)=C(O)C(=O)N2Cc2cccnc2)c1 (stereo not drawn)	1%	i	12%	2%	0%	10	-1%	3	-7%
COc1ccc(S(=O)(=O)N2CCN(c3ccccc3OC)CC2)cc1OC	-12%	i	10%	7%	0%	3	-10%	8	5%
CC(C)(C)Nc1nc(SCc2ccccc2)nc(N2CCOCC2)n1	0%	i	8%	3%	4%	0	1%	9	2%
CCCOC(=O)c1ccc(OC(=O)c2ccco2)cc1	4%	i	15%	2%	-6%	0	-8%	5	-6%
CC(C)(C)c1ccc2c(c1)OCC(C(=O)O)O2 (stereo not drawn)	-2%	i	9%	-19%	-15%	8	0%	6	.	Spn PMK inh pilot replicates=5.0;MK inhibit pilot replicates=4.0;DPM-DC inhibit pilot screen %=4.0
CS(=O)(=O)c1ccc(Cl)c(NC(=O)COC(=O)CNC(=O)c2ccc(Br)o2)c1	-11%	i	4%	-5%	6%	7	-3%	0	-7%
CCOC(=O)C1=C(C)Nc2ncnn2C1c1ccccc1F (stereo not drawn)	7%	i	9%	11%	5%	11	4%	4	3%	Spn PMK inh pilot replicates=4.0;MK inhibit pilot replicates=2.5;DPM-DC inhibit pilot screen %=3.0
COc1ccc(-c2cc3ccccc3oc2=O)cc1NC(=O)c1ccc(Br)o1	7%	.	2%	-15%	-3%	0	0%	2	.
CCOc1ccc(CCNC(=O)C2CCC(=O)N2C2CCCCC2)cc1OCC (stereo not drawn)	24%	i	3%	-3%	-7%	16	1%	2	19%
COc1ccc(-n2c(SCC(=O)N3CCCCC3)nnc2-c2cccnc2)cc1	9%	i	3%	-8%	-3%	.	-6%	4	.
Cc1ccc(Cn2c(SCC(=O)NCc3ccco3)nc3ccsc3c2=O)cc1	0%	i	6%	6%	8%	4	4%	4	12%
Cn1c(=O)c2c(ncn2CC(=O)N2CCN(c3cccc(Cl)c3)CC2)n(C)c1=O	6%	i	9%	-11%	4%	0	-6%	3	6%
O=C(COc1ccccc1)Nc1cccc2nsnc12	-8%	i	13%	-4%	3%	3	-2%	4	6%

An excerpt of the results above, as a working copy:
SMILES	HT1080 cytotoxicity	DPM-DC inhibit	Alkaline phosphatase	HPDE-C7K KRASV12	HPDE-C7 viability	Spn PMK inh	Bfl-1 inhibitors	MK inhibit	LYP phosphatase	others
COc1ccccc1CNC(=O)c1ccc(S(=O)(=O)N2CCCC2)cc1	2%	i	2%	-6%	-1%	14	-2%	0	4%
COc1ccc(C(=O)OCC(=O)c2cc(OC)ccc2OC)c(OC)c1	8%	i	4%	-1%	-12%	0	-4%	10	1%
